H9c2 TAG inh: inhibitors of triacylglycerol accumulation, primary screen, cell-based, uHTS, fluorescence, H9c2; AID 651582, 2012; H9c2 cells, Nile Red lipid (TAG) fluorescence; cells loaded with 200 µM oleic acid; inhibition, % at 12.5 µM; hit rate 0.66% among 230,000;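 active means pattern-corrected inhibition of lipid staining of at least 50% with the nuclear-stain viability signal not falling by more than 50%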;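 further: 0% = DMSO wells and 100% = triacsin C control wells; some results filed as inactive read as strong as hits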
H9c2 TAG inh DAPI viability: further read-out of H9c2 TAG inh, marked with its call; DAPI nuclei signal change (viability), lower = more cytotoxic, %;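 whole-well DAPI fluorescence read on a plate reader as a viability signal; minus 50 percent equals half of cells still viable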
* marks the source's active call; other numbers are inactive results. The list is partial, so the mix of outcomes need not match the whole.

item	SMILES	H9c2 TAG inh DAPI viability	H9c2 TAG inh
1	Cc1ccc(-c2nc(NCc3ccco3)n(C(=O)c3ccco3)n2)cc1	-6	3
2	CC(C)(C)NC(=O)C(=O)NCc1ccccn1	5	0
3	COC(=O)c1ccc(Oc2ccc3nncn3n2)cc1	1	-14
4	CC(=O)Nc1ccc(S(=O)(=O)N(C)CC(=O)OCC(=O)Nc2ccc3c(c2)OCO3)cc1	-2	-10
5	Cc1nc2ccccc2c(=O)n1-c1cccc(NC(=O)c2cccs2)c1	-12	23
6	COc1ccc(NC(=O)CN(C)S(=O)(=O)c2ccc3c(c2)CCC(=O)N3)c(OC)c1	-18	20
7	N[C@@H](Cc1cc(I)c(O)c(I)c1)C(=O)O	-4	10
8	Cc1c(C)n(C(=O)CSc2nccn2C)c2ccccc12	8	-10
9	CN(C(=O)CSc1nc2ccc(Cl)cc2[nH]1)C1CCS(=O)(=O)C1 (stereo not given)	-21	-7
10	COc1ccc(N(C)S(=O)(=O)c2cccc(C(=O)OCC(=O)N(C)c3ccccc3)c2)cc1	-5	-18
11	CCOC(=O)C1=C(C)NC(C)=C(C(=O)OCC)C1C(=O)OCC(=O)N1CCc2ccccc2C1	9	-20
12	O=S(=O)(c1cccc(F)c1)N1CCC(CO)(Cc2cccc(F)c2)CC1	-2	-22
13	CCN(CC)C(=O)C1=C(C)N(Cc2ccc(C(C)(C)C)cc2)C(=O)C(CC(=O)NC(c2ccccc2)c2ccccc2)C1 (stereo not given)	-20	35
14	CN1CCN(C2=NC3(CCCC3)C(C#N)C(=O)N2)CC1 (stereo not given)	12	0
15	O=[N+]([O-])c1ccc(Oc2c(F)c(F)nc(N3CCCC3)c2F)cc1	5	-7
16	CC(C)(C)NC(=O)NC(=O)CSc1n[nH]c(-c2ccccc2Br)n1	6	-9
17	CC(C)c1cc(C(=O)OCC(=O)NC2CCS(=O)(=O)C2)c(O)c(C(C)C)c1 (stereo not given)	8	7
18	Clc1cccc2sc(N3CCCC3)nc12	-6	-3
19	Fc1ccc(-c2nnsc2Sc2ccccn2)cc1	-10	5
20	CCCN=C1N(CC)C[C@@H]2[C@@H]3C(=O)N(C)C(=O)[C@@H]3[C@](C)(C(=O)OC)N12	-1	7
21	C#CCNC(=O)C1=C[C@H](C2CCCCC2)[C@@H](CCCO)[C@H](OCC)O1	-9	15
22	Cn1c(-c2ccc(C(F)(F)F)cc2)cc2onc(-c3ccccc3)c2c1=O	-1	-11
23	CCN(CC(=O)Nc1ccc2c(c1)OCCO2)c1ccc(S(=O)(=O)N2CCOCC2)cn1	3	-7
24	CN1CCN(c2ccc([N+](=O)[O-])cc2NC(=O)c2cccs2)CC1	0	19
25	CCCCn1c(SCC(=O)Nc2nccs2)nc2ccccc2c1=O	-2	19
26	COc1ccc(C(c2nnnn2CC2CCCO2)N2CCC(C(N)=O)CC2)cc1 (stereo not given)	-4	-5
27	Cn1cncc1C#Cc1ccc2cc(CCO)oc(=O)c2c1	1	-14
28	CS(=O)(=O)N1CCCC(C(=O)c2cccc(Cl)c2)C1 (stereo not given)	-22	-6
29	Cc1nn(Cc2ccc(Cl)c(Cl)c2)c(C)c1NC(=O)c1cc(C2CC2)on1	6	-3
30	COc1ccc(OCCn2c(=O)sc3ccccc32)cc1	-15	18
31	COC(=O)C(Cc1ccccc1)NS(=O)(=O)c1ccc(F)cc1Br (stereo not given)	-7	13
32	CC(CCn1cccn1)NC(=O)c1cc(COc2ccc(F)cc2Cl)on1 (stereo not given)	-15	18
33	O=C(C1CCN(C2CCN(CC3CC=CCC3)CC2)CC1)N1CCOCC1 (stereo not given)	10	9
34	O=C(C1=C[C@H](c2ccc3c(c2)OCO3)C[C@H](OCCCCO)O1)N1CCN(Cc2ccccc2)CC1	2	-1
35	CN(C)/C=C/C(=O)c1ccc(-c2ccc(Cl)cc2Cl)o1	9	-3
36	COc1cc(OC)cc(C(=O)NC(C(=O)NNC(=O)CN(C)S(=O)(=O)c2ccc(C)cc2)C(C)C)c1 (stereo not given)	-1	-8
37	CCOC(=O)c1cc(C(=O)c2cc(F)ccc2O)coc1=N	5	0
38	O[C@@H](c1cc(C(F)(F)F)nc2c(C(F)(F)F)cccc12)[C@H]1CCCCN1	-89	132
39	Cc1ccc(NC(=O)CSc2ccc(-c3ccco3)nn2)cc1	4	-15
40	CSc1ccc(CNC(=O)C2CCC(=O)N(Cc3cccc(F)c3)C2)cc1 (stereo not given)	6	5
41	Cc1cc(C)cc(C(=O)Nc2nnc(SCC(=O)N3CCCc4ccccc43)s2)c1	10	6
42	CO/N=C(\c1ccccc1)c1cccnc1	0	1
43	CSc1ccccc1NC(=O)Cc1ccccc1	-7	-24
44	NNC(=O)COc1ccc(C2SCCS2)cc1	4	-1
45	COc1ccc(NC(=O)c2ccc3c(c2)C(=O)N(CC2CCCO2)C3=O)cc1O (stereo not given)	1	3
46	Cc1n[nH]c(C)c1CCNC(=O)C1CCC(=O)N(CCc2cccc(F)c2)C1 (stereo not given)	-6	-14
47	CC(C)c1ccc(S(=O)(=O)N2CCN(C(=O)C3CC3C)CC2)cc1 (stereo not given)	6	-17
48	COc1ccc(-c2cc(NC(C)=O)c3ncc(-c4cc(OC)c(OC)c(OC)c4)n3c2)cn1	-29	28
49	CCOc1ccccc1NC(=O)c1cccc(NC(=O)c2ccco2)c1	-17*	79*
50	CN1CCC(N(C)S(=O)(=O)c2ccc(NC(=O)COc3ccc(Cl)cc3)cc2)CC1	-5	4
51	C=C(C)c1cccc(C(C)(C)NC(=O)Nc2nncs2)c1	3	-2
52	CC(OC(=O)CNC(=O)C1CCCCC1)C(=O)NCc1ccccc1 (stereo not given)	-2	-1
53	O=C(CCC(=O)N1CCOc2ccccc21)N1CCOCC1	11	-25
54	Cc1cc(NC(=O)C(C)SCC(=O)OC(C)C(=O)Nc2ccc(F)cc2Cl)no1 (stereo not given)	4	14
55	CC(=O)Nc1ccc(C=NNc2ccc([N+](=O)[O-])cc2S(=O)(=O)Nc2ccccc2C(=O)O)cc1	-4	4
56	CCCC(C)C(=O)Nc1nc(C)c(-c2csc(Nc3ccccc3OC)n2)s1 (stereo not given)	5	-2
57	CN(Cc1ccccc1)S(=O)(=O)c1ccc2c(c1)n(C)c(=O)c(=O)n2C	-5	2
58	CCCc1ccc(-c2cc(C(=O)N/N=C/c3ccc([N+](=O)[O-])o3)c3ccccc3n2)cc1	-24	23
59	Cc1ccc(-c2csc3ncnc(SCC(=O)O)c23)cc1	8	-18
60	CC(C)(C)NS(=O)(=O)c1ccc(NC(=O)CS(=O)(=O)Cc2ccccc2)cc1	-2	10

(cont.)
item	SMILES	H9c2 TAG inh DAPI viability	H9c2 TAG inh
61	COc1ccc2c(c1)c(CC(=O)Nc1cccc(S(N)(=O)=O)c1)c(C)n2C(=O)c1ccc(Cl)cc1	-5	30
62	Cc1cc(Oc2ccc(-c3ccccc3)cc2)nc(N2CCOCC2)n1	-8	0
63	O=C(COc1ccc([N+](=O)[O-])cc1)NNC(=O)C1COc2ccccc2O1 (stereo not given)	-8	9
64	Cc1cc(C)nc(SCC(=O)Nc2ccc(Br)cn2)n1	1	-1
65	Cc1nc2nc(SCC(=O)NCCN3CCOCC3)nn2c(C)c1Cc1ccccc1	32	4
66	CCC[C@H]1CN(c2ccccc2)C(=O)[C@@H]1CC(=O)Nc1ccc(OC)cc1	4	-3
67	CCN(CC)S(=O)(=O)c1cc(NC(=O)COC(=O)c2ccc(NC(=O)CC#N)cc2)ccc1C	14	-13
68	Fc1ccccc1COc1ccc(-c2nnn(Cc3ccccc3F)n2)cc1	3	11
69	O=C1NC(Cc2ccccc2)c2nc3ccc(Br)cc3c(=O)n2-c2cc3ccccc3cc21 (stereo not given)	-10	41
70	O=C(CCS(=O)(=O)c1ccccc1)Nc1ccccc1F	-8	7
71	CCc1nnc(NC(=O)C2Cc3ccccc3CN2S(=O)(=O)CC)s1 (stereo not given)	3	-5
72	Cc1ccc(N(CC(=O)N2CCOCC2)S(=O)(=O)c2ccccc2)cc1	-15	14
73	O=C(C1=C(O)C(=O)N(CCOCCO)C1c1cccc([N+](=O)[O-])c1)c1cccs1 (stereo not given)	3	2
74	CCCc1ccc(C(=O)O/N=C(\N)c2ccccn2)cc1	-1	-8
75	Cc1cc(C)n(CC(=O)Nc2cccc(C(F)(F)F)c2)n1	2	-6
76	COc1ccc(C(=O)c2ccc(OC)cc2OC)cc1	0	5
77	CC(=O)Nc1ccc(-c2ccc(NC(C)=O)c(O)c2)cc1O	-2	3
78	CN1CCSc2ccc(C(=O)NCc3ccccc3)cc21	18	4
79	COc1cc(C2(c3ccc(O)c(OC)c3)C(=O)Nc3c(Br)cc(Br)cc32)ccc1O	3	-16
80	COc1ccc(C(=O)C2CCCN(C(=O)Cc3c(C)noc3C)C2)cc1OC (stereo not given)	0	2
81	O=C(Nc1ccccc1)c1cccc(C(=O)Nc2ccccc2)n1	0	9
82	O=C(CC1C(=O)NCCN1Cc1cccc(Oc2ccccc2)c1)NCCn1cccn1 (stereo not given)	3	-3
83	COC(=O)c1ccc(NC(=S)NCCc2ccc(OC)cc2)cc1	7	-10
84	NC(=O)CSc1nnc(NC(=O)c2ccc3ccccc3c2)s1	-4	6

In a second layout: entries from further up.
58. CCCc1ccc(-c2cc(C(=O)N/N=C/c3ccc([N+](=O)[O-])o3)c3ccccc3n2)cc1
59. Cc1ccc(-c2csc3ncnc(SCC(=O)O)c23)cc1
60. CC(C)(C)NS(=O)(=O)c1ccc(NC(=O)CS(=O)(=O)Cc2ccccc2)cc1
61. COc1ccc2c(c1)c(CC(=O)Nc1cccc(S(N)(=O)=O)c1)c(C)n2C(=O)c1ccc(Cl)cc1
62. Cc1cc(Oc2ccc(-c3ccccc3)cc2)nc(N2CCOCC2)n1
63. O=C(COc1ccc([N+](=O)[O-])cc1)NNC(=O)C1COc2ccccc2O1 (stereo not given)
64. Cc1cc(C)nc(SCC(=O)Nc2ccc(Br)cn2)n1
65. Cc1nc2nc(SCC(=O)NCCN3CCOCC3)nn2c(C)c1Cc1ccccc1

| compound no. | 58 | 59 | 60 | 61 | 62 | 63 | 64 | 65 |
| --- | --- | --- | --- | --- | --- | --- | --- | --- |
| H9c2 TAG inh DAPI viability | -24 | 8 | -2 | -5 | -8 | -8 | 1 | 32 |
| H9c2 TAG inh | 23 | -18 | 10 | 30 | 0 | 9 | -1 | 4 |

66. CCC[C@H]1CN(c2ccccc2)C(=O)[C@@H]1CC(=O)Nc1ccc(OC)cc1
67. CCN(CC)S(=O)(=O)c1cc(NC(=O)COC(=O)c2ccc(NC(=O)CC#N)cc2)ccc1C
68. Fc1ccccc1COc1ccc(-c2nnn(Cc3ccccc3F)n2)cc1
69. O=C1NC(Cc2ccccc2)c2nc3ccc(Br)cc3c(=O)n2-c2cc3ccccc3cc21 (stereo not given)
70. O=C(CCS(=O)(=O)c1ccccc1)Nc1ccccc1F
71. CCc1nnc(NC(=O)C2Cc3ccccc3CN2S(=O)(=O)CC)s1 (stereo not given)
72. Cc1ccc(N(CC(=O)N2CCOCC2)S(=O)(=O)c2ccccc2)cc1
73. O=C(C1=C(O)C(=O)N(CCOCCO)C1c1cccc([N+](=O)[O-])c1)c1cccs1 (stereo not given)

| compound no. | 66 | 67 | 68 | 69 | 70 | 71 | 72 | 73 |
| --- | --- | --- | --- | --- | --- | --- | --- | --- |
| H9c2 TAG inh DAPI viability | 4 | 14 | 3 | -10 | -8 | 3 | -15 | 3 |
| H9c2 TAG inh | -3 | -13 | 11 | 41 | 7 | -5 | 14 | 2 |

74. CCCc1ccc(C(=O)O/N=C(\N)c2ccccn2)cc1
75. Cc1cc(C)n(CC(=O)Nc2cccc(C(F)(F)F)c2)n1
76. COc1ccc(C(=O)c2ccc(OC)cc2OC)cc1
77. CC(=O)Nc1ccc(-c2ccc(NC(C)=O)c(O)c2)cc1O
78. CN1CCSc2ccc(C(=O)NCc3ccccc3)cc21
79. COc1cc(C2(c3ccc(O)c(OC)c3)C(=O)Nc3c(Br)cc(Br)cc32)ccc1O
80. COc1ccc(C(=O)C2CCCN(C(=O)Cc3c(C)noc3C)C2)cc1OC (stereo not given)
81. O=C(Nc1ccccc1)c1cccc(C(=O)Nc2ccccc2)n1

| compound no. | 74 | 75 | 76 | 77 | 78 | 79 | 80 | 81 |
| --- | --- | --- | --- | --- | --- | --- | --- | --- |
| H9c2 TAG inh DAPI viability | -1 | 2 | 0 | -2 | 18 | 3 | 0 | 0 |
| H9c2 TAG inh | -8 | -6 | 5 | 3 | 4 | -16 | 2 | 9 |

82. O=C(CC1C(=O)NCCN1Cc1cccc(Oc2ccccc2)c1)NCCn1cccn1 (stereo not given)
83. COC(=O)c1ccc(NC(=S)NCCc2ccc(OC)cc2)cc1

| compound no. | 82 | 83 |
| --- | --- | --- |
| H9c2 TAG inh DAPI viability | 3 | 7 |
| H9c2 TAG inh | -3 | -10 |

(next part)
item	SMILES	H9c2 TAG inh DAPI viability	H9c2 TAG inh
85	Cc1nc(C(F)(F)F)ccc1C(=O)N1CCCCCC1(C)C(=O)NCC(C)C (stereo not given)	2	3
86	CCOC(=O)c1sc(NC(=O)CSc2nccn2C)nc1C	5	9
87	O=S(=O)(CCc1nc2ccccc2s1)c1ccc(Cl)cc1	-5	18
88	CCc1nc2ccc(C(=O)NCCNC(C)=O)cn2c1N(C)Cc1ccc(OC)cc1	-13	17
89	CN(Cc1ccccc1)C(=O)c1ccccc1C(=O)OCC(=O)N(Cc1ccccc1)C(C)(C)C	-6	9
90	COc1cc(CC(=O)Nc2cccc(C(F)(F)F)c2)cc(OC)c1OC	-7	-9
91	CN(CC(=O)Nc1ccc(Cl)c(Cl)c1)C(=O)C1CCCC1	-6	-57
92	CCC(=O)N1CCN(c2ccc(NC(=S)NC(=O)c3cc4ccccc4o3)cc2)CC1	1	-18
93	Cc1cccc2cc(CN(CC3CCCO3)C(=O)c3cccnc3)c3nnnn3c12 (stereo not given)	-6	22
94	CC(=O)Nc1ccc(S(=O)(=O)N(CCc2ccccc2)CC(=O)N/N=C/c2ccc(C(=O)O)cc2)cc1	-4	2

Screening results (PubChem BioAssay)
